Screening data: PubChem BioAssay, several laboratories
NR2E3 ag-1: NR2E3 agonists in two-hybrid cells, primary screen, cell-based, luminescence, CHO-S, Gal4-NCOR/VP16-NR2E3; Photoreceptor-specific nuclear receptor (Homo sapiens), Q9Y5X4; luciferase; inhibition of corepressor binding, % at 3.98 µM; 0.35% of 360,000 active; AID 602229, 2012;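 active means inhibition above the mean of all tested compounds plus 3 SD, cut at about 70% in these data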;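 further: 0% = DMSO with NR2E3 transfected cells and 100% = cells lacking NR2E3 construct; higher means lower luciferase signal from less NR2E3 corepressor binding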
Target sequence (Q9Y5X4 whole entry, looked up, the tested form may be a part): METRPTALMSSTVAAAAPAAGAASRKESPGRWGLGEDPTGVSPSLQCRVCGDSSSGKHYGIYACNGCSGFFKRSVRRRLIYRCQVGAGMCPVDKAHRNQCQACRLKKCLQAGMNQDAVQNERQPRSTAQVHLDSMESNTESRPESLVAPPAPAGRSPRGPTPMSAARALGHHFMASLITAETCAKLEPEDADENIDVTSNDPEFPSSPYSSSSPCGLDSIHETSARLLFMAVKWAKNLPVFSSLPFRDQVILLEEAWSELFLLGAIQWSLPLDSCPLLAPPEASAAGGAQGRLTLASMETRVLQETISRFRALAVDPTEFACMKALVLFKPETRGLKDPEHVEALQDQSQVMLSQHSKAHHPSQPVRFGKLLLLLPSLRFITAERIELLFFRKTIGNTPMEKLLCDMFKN
Granule exo inh: LAMP-1 surface exposure blockers, TALL-104 cells – cell-based, flow cytometry, MLPCN library, primary screen; TALL-104 LAMP-1 surface exposure; cells stimulated with thapsigargin and PMA; inhibition, % at 10 µM; 0.66% of 360,000 active; AID 651702, 2012;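 active means inhibition above about 55%, limit read from the data; inconclusive means no clear call, values can overlap the other calls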
CaV13 FRET inh: Primary screen for inhibitors of IQ motif and Ca2+-dependent inactivation inhibitor domain binding in CACNA1D, Förster resonance energy transfer in living cells, …; HEK cells, CFP/YFP FRET ICDI-IQ, plate reader, 10 min; percent FRET-ratio fall versus neutral wells; inhibition, % at 12.3 µM; 0.098% of 340,000 active;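 active means mean replicate inhibition of at least 30% and at least 1% of replicates passing that level; inconclusive means only one of the two criteria is met; inactive means neither criterion is met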;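 further: 0% = median of the neutral control wells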
MITF TRPM1 inh: inhibitors of MITF-dependent TRPM1 promoter reporter, primary screen, cell-based, SK-MEL-5, single point, luciferase. SK-MEL-5 TRPM1 promoter luciferase, 24 h. inhibition, % at 12.5 µM. 0.83% of 330,000 active;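 active means mean inhibition across replicates of 60% or more, whatever share of single replicates reaches that level; inconclusive means some that reach 60%, reason not given; inactive means mean inhibition across replicates below 60%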; further: values of inactives mirror those of a sister screen read the other way
PDI inh: inhibitors of human PDI, primary screen, biochemical, turbidity, single point, plate reader; Protein disulfide-isomerase (Homo sapiens), P07237; PDI insulin aggregation turbidity, A650, 90 min; inhibition, % at 10 µM; 0.052% of 350,000 active; AID 588391, 2011;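 active means mean inhibition across replicates of 30% or more, whatever share of single replicates reach that level; inconclusive means mean inhibition below 30% while every single replicate reaches 30%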;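 further: absorbance from insulin aggregation driven by PDI reduction with DTT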
Target sequence (P07237 whole entry, looked up): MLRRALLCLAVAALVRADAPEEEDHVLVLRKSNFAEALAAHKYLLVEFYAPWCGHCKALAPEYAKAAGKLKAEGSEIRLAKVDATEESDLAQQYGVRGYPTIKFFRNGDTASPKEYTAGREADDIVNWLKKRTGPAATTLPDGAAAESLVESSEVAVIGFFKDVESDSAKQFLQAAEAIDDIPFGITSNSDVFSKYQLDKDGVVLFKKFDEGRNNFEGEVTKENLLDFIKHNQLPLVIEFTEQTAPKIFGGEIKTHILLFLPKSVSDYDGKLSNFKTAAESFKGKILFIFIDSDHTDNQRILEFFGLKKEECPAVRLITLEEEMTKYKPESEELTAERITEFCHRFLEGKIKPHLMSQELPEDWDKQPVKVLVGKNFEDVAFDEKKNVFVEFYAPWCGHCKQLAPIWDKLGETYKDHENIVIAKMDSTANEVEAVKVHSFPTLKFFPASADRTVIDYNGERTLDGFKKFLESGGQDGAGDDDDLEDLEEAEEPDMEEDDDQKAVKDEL
HIF-2a block: HIF-2a reporter inhibitors, primary screen, luminescence, 786-0 RCC cells | 0.72% of 360,000 active | inhibition, % at 18.8 µM | AID 624352, 2012 | 786-0 RCC cells HIF-2a reporter, luciferase luminescence, overnight;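 active means inhibition of the luminescence signal of 40% or more relative to plate controls, in a single-dose primary screen at 18.75 µM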
aDG glyco up: activators of alpha-DG glycosylation, primary screen, uHTS, Pro5-aDG cells, AlphaScreen | alpha-DG glycosylation AlphaScreen (IIH6); 0% Pro5, 100% B10-LARGE cell signal | activation, % at 10 µM | 0.22% of 360,000 active | AID 624168, 2012;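 active means activation of at least 8% versus controls, or a plate z-score of at least 8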;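 further: Pro5 are CHO cells carrying HIG-tagged alpha-DG that lacks glycosylation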
NR2E3 ag-2: inhibitors of NR2E3-RetCOR corepressor binding, primary screen, NR2E3 agonist project, biochemical, TR-FRET, GST-NR2E3, biotin-RetCOR. 1536-well. 0.12% of 320,000 active. inhibition of corepressor binding, % at 4.78 µM. AID 2300, 2010. Photoreceptor-specific nuclear receptor (Homo sapiens), Q9Y5X4;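 active means percent inhibition above the cutoff of mean plus 3 SD of all tested compounds, set per screening campaign, cut at about 20% in these data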;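 further: 0% = DMSO wells and 100% = biotin wells as full block of FRET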
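system = GST-tagged NR2E3 plus biotinylated RetCOR corepressor | input = 1.35 nM GST-NR2E3 | also added = 7 nM biotin-RetCOR | schedule = 5 h incubation at 4 °C | measured by = TR-FRET with europium anti-GST and streptavidin-D2, 340 nm excitation | read-out = percent loss of FRET ratio relative to control wells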
Peg3 prom inh: Peg3 promoter-driven luciferase inhibitors, primary screen, cell-based, HeLa, luciferase luminescence | HeLa PEG-Prom luciferase reporter, overnight | inhibition, % at 20 µM | 1.7% of 360,000 active;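 active means inhibition of at least 50% at 20 µM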
Vif inh: HIV Vif self-association inhibitors, primary screen, imaging, HEK293T, single point | 0.35% of 340,000 active | HEK293T cells, Vif self-association by quenched fluorescence, 24 h | inhibition, % at 7.49 µM; in the data active means inhibition above about 50%, passing the limit was not always enough; inconclusive means no clear call, values can overlap the other calls; inactive means below about 31%; further: some results filed as inactive read as strong as hits
iPSC survival up: enhancers of single-cell hiPSC survival, primary screen, ATPlite luminescence. survival enhancement, % at 20 µM. AID 602274, 2012. 100% = ROCK inhibitor wells, 0% = DMSO. 0.044% of 360,000 active; in the data active means survival enhancement above about 18%;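 further: cells exposed to compounds for 16 hours before the ATP read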
* marks the source's active call; other numbers are inactive results; ? = inconclusive; · = not tested or not shown.

SMILES	NR2E3 ag-1	Granule exo inh	CaV13 FRET inh	MITF TRPM1 inh	PDI inh	HIF-2a block	aDG glyco up	NR2E3 ag-2	Peg3 prom inh	Vif inh	iPSC survival up
CCN(C(=O)c1cnc(NC(C)C)cc1C(F)(F)F)c1ccc(Cl)cc1	-5	8	24	-3	3	17	0.0	5	27	-17	1.7
COCCCN1C(=O)C(=O)/C(=C(/O)c2ccc(S(=O)(=O)N3CCOCC3)cc2)C1c1cccc(Cl)c1 (stereo unspecified)	-16	-1	-3	13	3	16	-0.1	0	-1	-6	-0.1
COc1ccc2c(CC(=O)OCC(=O)Nc3cccc(S(N)(=O)=O)c3)coc2c1	-18	1	-3	10	-1	6	0.0	-4	2	-2	0.3
CC(C)NC(=O)CSc1nc(-c2cccs2)cc(-c2ccccc2)c1C#N	-15	-6	-3	-7	1	3	-0.1	0	7	6	-1.3
Cc1cc(CNCc2c(C(=O)N(C)Cc3ccccc3)nc3ccccn23)nn1C	5	5	-19	5	19	14	0.2	-2	5	0	1.9
CCOc1ccc(N(CC(=O)Nc2cccc(F)c2)S(=O)(=O)c2c(C)noc2C)cc1	-34	0	-8	6	1	4	0.0	4	30	7	-0.7
CN1CCN(c2cc(C(F)(F)F)nc3ccc(F)cc23)CC1	0	-4	-12	-4	-7	11	0.1	0	-3	9	-0.6
O=C(Nc1ccc2c(c1)CCC2)c1ccc(Br)s1	-200	0	-7	-62	-6	-323	1.5	3	-442	2	0.4
Cc1ccccc1C(=O)N1CCC(C(=O)Nc2ccccn2)CC1	-22	-3	-1	-14	-5	8	0.0	-3	-10	-6	0.0
O=c1oc2ccc3ccccc3c2cc1-c1nnc(-c2ccccc2)o1	-23	1	·	-3	-8	-104	-0.1	-5	-38	-8	0.7
COc1ccc(NC(=O)CCS(=O)(=O)c2cccc3nonc23)cc1Cl	2	-2	-7	-10	-5	-6	0.0	2	-8	14	-0.4
COc1ccc(NS(=O)(=O)c2cccc(C(=O)NNC(=O)c3ccc(=O)[nH]c3)c2)cc1	-13	-1	-3	1	13	7	-0.1	4	6	16	0.6
CC1CC(C)CN(S(=O)(=O)CCNC(=O)c2ccccc2)C1 (stereo unspecified)	-2	4	-6	0	1	11	0.1	4	23	-1	-0.6
N#C/C(=C1\CCCN1)c1nc2ccccc2c(=O)[nH]1	-33	2	-5	1	-9	14	-0.1	5	12	8	-2.8
CC(Oc1ccc(Cl)cc1Cl)C(=O)Nc1ccc2oc(-c3ccncc3)nc2c1 (stereo unspecified)	-35	15	-4	33	4	-23	0.2	1	1	-41	0.4
COc1ccc(N2CC(C(=O)Nc3cccc(OC(C)C)c3)CC2=O)cc1 (stereo unspecified)	-9	6	-5	2	-2	14	0.2	-4	1	19	0.7
Cc1ccc(C(=O)OCC(=O)c2ccc(CC(=O)N3CCOCC3)s2)cc1C	-26	3	-2	3	5	5	0.2	-1	-9	-8	-0.6
Cc1ccc(C2C(C#N)=C(N)N(N(C)C)C3=C2C(=O)CCC3)cc1 (stereo unspecified)	-10	0	-3	-3	1	26	0.3	4	12	2	1.2
Cc1[nH]c2ccccc2c1C(=O)C(=O)Nc1ccc2c(c1)OCO2	-46	1	-3	-82	-8	-222	0.4	-1	-188	23	-0.6
COc1cc(C(CCN2CCCC(C)C2)c2c(OC)cc(OC)c3c2OC(=O)CC3c2ccc(N(C)C)cc2)cc(OC)c1OC (stereo unspecified)	-7	0	·	·	7	9	0.3	3	8	-5	-3.7
c1ccc(CN2CCOCC2)nc1	-5	-3	-6	-7	10	-5	0.0	·	2	2	-1.5
N#C/C(=C/c1ccc(CNS(=O)(=O)c2ccccc2)o1)C(=O)NCc1ccccc1	-3	-8	-2	-9	-12	17	0.1	4	-5	-19	0.7
CCCCOc1cccc2c(=O)n(CC(=O)Nc3ccc4c(c3)OCCO4)ccc12	5	-8	-5	·	4	-24	-0.3	·	-1	73*	1.4
CCC1(C(N)=O)CC2C=CC1C2 (stereo unspecified)	11	12	-5	-7	-9	-4	0.1	·	-16	13	1.8
C=C(C)COc1ccc(-c2n[nH]c(C)c2-c2ccc(OC)c(OC)c2)c(O)c1	-26	14	1	23	13	25	-0.4	2	23	-3	0.0
Next section
SMILES	NR2E3 ag-1	Granule exo inh	CaV13 FRET inh	MITF TRPM1 inh	PDI inh	HIF-2a block	aDG glyco up	NR2E3 ag-2	Peg3 prom inh	Vif inh	iPSC survival up
Cc1cc(Br)ccc1NC(=O)CN(C)C(=O)c1cc([N+](=O)[O-])ccc1N1CCOCC1	4	1	-6	4	3	12	0.0	1	14	4	-0.6
O=C(c1sc2cc(F)ccc2c1Cl)N1CCN(c2cccc(Cl)c2)CC1	-13	9	-2	-9	5	19	0.1	4	21	-1	3.9
CCOC(=O)c1cccc(NC(=O)C2CCCN(c3nnc(N4CCCC4=O)s3)C2)c1 (stereo unspecified)	1	0	-3	·	·	2	1.4	-1	18	1	0.2
COc1ccc(OC)c(S(=O)(=O)NCC(c2cccs2)N2CCc3ccccc3C2)c1 (stereo unspecified)	-26	2	-6	-9	-2	-27	-0.2	1	3	-1	-0.3
COc1ccccc1C(c1c(N)n(C)c(=O)n(C)c1=O)C(C)[N+](=O)[O-] (stereo unspecified)	3	-12	-21	·	-2	12	0.1	0	4	3	-0.6
COc1ccc(CN2CCN(Cc3ccco3)CC2)cc1OC	-15	5	-4	-7	0	13	0.3	-4	8	-3	1.0
O=C(CCCN1C(=O)c2ccccc2C1=O)NCCCn1ccnc1	-4	1	-5	-1	-1	12	0.5	-5	-2	-5	0.9
O=C(NCC(c1ccco1)N1CCc2ccccc2C1)C(=O)Nc1ccccc1 (stereo unspecified)	17	4	-2	0	-5	-27	0.0	-3	-20	3	-0.6
O=C(NCCc1nc2ccccc2[nH]1)/C(=C/c1ccco1)NC(=O)c1ccc(Br)o1	-13	?	-2	13	-1	12	0.1	1	20	-6	0.1
O=C(CCC1CCCN(Cc2cccc3c2OCO3)C1)NCc1ccc(F)c(F)c1 (stereo unspecified)	14	0	-2	14	3	10	-0.1	1	3	3	-1.5
O=C(Nc1nnc(C(F)(F)F)s1)c1cccnc1	-135	-8	-4	-27	-2	-185	-0.1	-3	-149	-6	2.3
O=C(CCc1nc2ccccc2s1)OCC(=O)c1ccccc1	-30	-1	-5	-1	-39	-69	-0.2	6	-74	3	0.3
Cc1ccccc1C(=O)NCC(=O)N1CCN(c2ccccn2)CC1	-10	5	-6	-19	-2	-6	0.1	·	-20	7	-2.8
COc1cc(C(=O)NCC(c2ccccc2)N(C)C)ccc1OCc1c(C)noc1C (stereo unspecified)	-28	0	-13	1	6	-14	0.0	4	5	-3	-0.1
O=P(C(=S)Nc1ccccc1Cl)(c1ccccc1)c1ccccc1	6	-7	-6	·	-3	2	0.2	·	16	-2	0.1
COc1cccc(N2CC(C(=O)Nc3nnc(SCC(=O)Nc4ccc(NC(C)=O)cc4)s3)CC2=O)c1 (stereo unspecified)	-8	-3	-9	-3	-3	-3	-0.2	-1	21	2	-0.2
CCOC(=O)C1(C)CCCCN1C(=O)c1ccco1 (stereo unspecified)	-24	9	-9	·	-2	13	-0.1	·	-12	-3	-0.4
N#Cc1ccc(-c2ccc3c(c2)OCO3)nc1SCC(=O)OCc1ccccc1	-20	-1	-4	14	1	10	0.4	-4	-37	4	-2.6
CC1(C)Cc2c(sc(NC(=O)COc3ccc(Cl)cc3)c2C#N)C(C)(C)N1	-37	44	·	-10	-4	-3	0.1	2	8	9	-0.4
CC(=O)NCCN=C(C)c1sc2ccccc2c1O	-11	1	·	-19	1	-103	0.1	-6	-67	-6	-2.7
CCN(CC)C1CCN(Cc2cn[nH]c2-c2ccc(OC)c(F)c2)C1 (stereo unspecified)	-6	3	-4	11	22	10	-0.3	1	4	19	-0.8
COc1ccc(-c2c(C)n([O-])c(C)c(C)[n+]2=O)cc1OC	-21	0	·	-4	-29	16	0.0	0	-4	8	0.7
CC1=NN(c2ccccc2)C(=O)C1/C=C1/NC(=S)NC1=O (stereo unspecified)	-7	-6	-4	·	-3	13	-0.2	-13	7	2	-0.8
CCOC(=O)C1CCN(Cc2ccc(C(=O)OC)cc2)CC1	19	0	-10	2	0	2	0.0	5	8	0	-1.3
O=c1oc2c(-c3cccc(F)c3)cc(O)cc2s1	-20	-3	-3	6	20	5	0.0	1	7	-6	-1.7
The listing continues:
SMILES	NR2E3 ag-1	Granule exo inh	CaV13 FRET inh	MITF TRPM1 inh	PDI inh	HIF-2a block	aDG glyco up	NR2E3 ag-2	Peg3 prom inh	Vif inh	iPSC survival up
CCOC(=O)C(NC(C)=O)(Nc1cccc(F)c1)C(F)(F)F (stereo unspecified)	-12	0	-6	-3	5	1	-0.2	-1	1	·	-3.6
Cc1ccn2cc(-c3cc4ccccc4oc3=O)nc2c1	-186	0	-1	27	-5	-49	-0.2	·	-38	-6	-0.5
Cc1ccc(C)c(NC(=O)CC2Oc3ccccc3NC2=O)c1 (stereo unspecified)	3	0	-3	11	-2	20	0.0	-2	20	-2	-0.1
COc1ccc(C(=O)Cn2c(=N)n(C)c3ccccc32)cc1	-98	1	-5	-7	2	-278	0.6	4	-5	-3	0.5
COc1cccc(-c2oc3c(c2-c2ccc(OC)nc2)C(O)CCC3)c1 (stereo unspecified)	-12	11	-7	·	·	-49	-0.4	·	·	·	-0.5
Clc1ccc(SCCOCCN2CCc3ccccc3C2)cc1	14	2	-7	20	2	14	0.2	0	23	-2	-0.2
CCOC(=O)CCCCNCc1ccccc1	-19	0	·	7	12	18	-0.1	-1	1	5	0.8
CCOCCCn1cc(C(=O)c2cc(Br)ccc2O)cc(C#N)c1=O	-6	-6	-2	12	1	20	0.3	-1	27	-2	2.8
CCOc1cc(C)nc(N2CCCC(C(=O)NCc3ccccc3F)C2)n1 (stereo unspecified)	6	1	-9	11	-10	-2	0.3	1	11	-5	1.3
CC1(C(=O)Nc2ccccc2)Cc2ccccc2C(=O)O1 (stereo unspecified)	-31	-8	3	-3	2	-11	-0.1	2	-7	2	4.7
